AGP1 TOR yeast – alters AGP1-GFP fluorescence in TOR pathway yeast screen. S. cerevisiae AGP1-GFP multiplex flow cytometry, 3 h; GFP as percent of DMSO wells. GFP response vs DMSO, % at 10 µM. hit rate 0.02% among 320,000;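 active = GFP response relative to DMSO above a set limit, near screen average plus 3 SD, cut at about 150% in these data; inconclusive = fewer than 70 cells counted for the yeast strain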;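 also: median GFP channel fluorescence of the gated AGP1 strain per well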
procasp7 counter – counter-screen for procaspase-3 activators: activators of human procaspase-7 | recombinant procaspase-7, Ac-DEVD-pNA absorbance 405 nm; D23A/D198A/D206A triple mutant, cannot self-cleave; scale: DMSO 0, 5 µM enzyme 100 | hit rate 0.093% among 330,000 | activation, % at 8.5 µM;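 active = percent activation above the screen-wide mean plus 3 SD, cut at about 25% in these data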
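Test system: Procaspase-7 triple mutant (PC-7 D3A). Also added: Ac-DEVD-pNA substrate, 400 µM as added. Schedule: 1 h enzyme–compound preincubation and 2 h substrate reaction, both 25 °C. Signal: p-Nitroaniline absorbance at 405 nm, read at 0 and 120 min. Control set: low DMSO alone, high DMSO plus 5 µM PC-7.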
proCasp3 act – activators of human procaspase-3 | AID 463141 | recombinant procaspase-3 D3A, Ac-DEVD-pNA absorbance 405 nm | P42574 | hit rate 0.11% among 330,000 | activation, % at 8.5 µM;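 active = activation above the mean of all tested compounds plus 3 SD, cut at about 21% in these data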;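 also: 0% = DMSO alone and 100% = DMSO wells spiked with extra 5 µM PC-3 D3A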
Target sequence (P42574 whole entry D9A/D28A/D175A): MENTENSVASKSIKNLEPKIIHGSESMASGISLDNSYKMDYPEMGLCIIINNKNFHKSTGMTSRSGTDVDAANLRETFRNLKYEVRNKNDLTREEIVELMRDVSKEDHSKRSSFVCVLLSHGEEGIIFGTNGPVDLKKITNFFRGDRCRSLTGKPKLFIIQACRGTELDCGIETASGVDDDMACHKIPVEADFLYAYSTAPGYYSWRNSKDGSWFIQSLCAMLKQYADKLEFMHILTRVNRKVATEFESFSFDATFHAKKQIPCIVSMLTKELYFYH
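Assay system: Autoprocessing-dead procaspase-3 D3A mutant enzyme; also added: Ac-DEVD-pNA; doses: one concentration, 8.5 µM nominal, 0.8% DMSO; times: 1 h compound preincubation, 2 h substrate hydrolysis at 25 °C; technique: 405 nm absorbance of p-nitroaniline, reads at 0 and 120 min; measure: % activation between DMSO and enzyme-spiked controls; repeats: single replicate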
LAP4 TOR yeast – yeast TOR pathway LAP4-GFP modulation | GFP response vs DMSO, % at 10 µM | AID 2023 | hit rate 0.34% among 320,000 | S. cerevisiae LAP4-GFP multiplex, flow cytometry GFP, 3 h; median GFP as percent of DMSO wells;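 active = GFP response vs DMSO above a set limit, about the screen mean plus 3 SD, cut at about 150% in these data; inconclusive = under 70 cell events counted for the yeast strain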
RPL19A TOR yeast – yeast TOR pathway RPL19A-GFP modulation; S. cerevisiae RPL19A-GFP strain, flow cytometry, 3 h; hits give low values; percent response vs DMSO, % at 10 µM; hit rate 0.3% among 330,000; AID 2025;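 active = percent response vs DMSO below 50%; inconclusive = fewer than 70 events counted for the yeast strain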;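 also: median channel GFP fluorescence of the barcoded RPL19A-GFP strain; ratio of sample median GFP to plate DMSO average so 100% = DMSO; lower means less RPL19A-GFP as with rapamycin TOR inhibition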
AHR activator – activators of human aryl hydrocarbon receptor; AHR-responsive luciferase reporter cells, luminescence; hit rate 2.5% among 320,000; P35869; activation, % at 5 µM; AID 2796; in the data active = activation above about 47%;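 also: 0% = vehicle wells and 100% = reference agonist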
Target sequence (P35869 whole entry, looked up): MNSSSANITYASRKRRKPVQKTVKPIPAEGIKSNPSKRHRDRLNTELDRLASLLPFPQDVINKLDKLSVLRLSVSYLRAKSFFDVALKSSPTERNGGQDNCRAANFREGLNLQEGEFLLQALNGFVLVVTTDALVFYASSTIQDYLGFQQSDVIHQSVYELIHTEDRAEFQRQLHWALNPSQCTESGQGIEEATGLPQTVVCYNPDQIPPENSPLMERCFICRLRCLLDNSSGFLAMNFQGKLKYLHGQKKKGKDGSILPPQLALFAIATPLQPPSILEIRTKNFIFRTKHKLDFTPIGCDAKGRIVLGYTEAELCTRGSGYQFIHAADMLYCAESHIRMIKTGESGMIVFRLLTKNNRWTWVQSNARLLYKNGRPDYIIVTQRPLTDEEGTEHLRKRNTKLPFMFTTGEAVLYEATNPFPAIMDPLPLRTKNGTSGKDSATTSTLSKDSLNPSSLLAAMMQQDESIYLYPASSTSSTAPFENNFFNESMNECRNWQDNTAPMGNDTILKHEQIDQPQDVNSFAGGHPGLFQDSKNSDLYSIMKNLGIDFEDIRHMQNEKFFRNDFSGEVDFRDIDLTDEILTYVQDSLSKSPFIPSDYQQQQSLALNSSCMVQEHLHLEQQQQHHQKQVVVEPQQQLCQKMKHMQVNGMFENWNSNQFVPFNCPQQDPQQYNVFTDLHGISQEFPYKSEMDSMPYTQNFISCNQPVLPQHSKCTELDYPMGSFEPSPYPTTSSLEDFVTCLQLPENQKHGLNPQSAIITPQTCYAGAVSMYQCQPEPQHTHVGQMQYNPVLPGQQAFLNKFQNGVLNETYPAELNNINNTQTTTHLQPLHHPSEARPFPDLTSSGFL
MEP2 TOR yeast – yeast TOR pathway MEP2-GFP modulation; S. cerevisiae MEP2-GFP strain, flow cytometry GFP, 3 h; 100% = DMSO control level; GFP response vs DMSO, % at 10 µM; hit rate 0.51% among 330,000; AID 2016;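 active = GFP response versus DMSO above a set limit, roughly screen mean plus 3 SD, cut at about 180% in these data; inconclusive = fewer than 70 cells counted for a yeast strain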;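 also: median GFP fluorescence of the barcode-gated MEP2-GFP cells per well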
CIT2-GFP yeast – yeast TOR pathway CIT2-GFP modulation; S. cerevisiae CIT2-GFP strain, flow cytometry, 3 h; 100 means same as DMSO wells; GFP response vs DMSO, % at 10 µM; hit rate 0.065% among 320,000;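 active = GFP response relative to DMSO above a set limit, near the screen mean plus 3 SD, cut at about 150% in these data; inconclusive = Fewer than 70 cells measured for a yeast strain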;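 also: ratio of well median GFP fluorescence to mean of DMSO wells on the plate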
An asterisk follows results filed as active; ? = inconclusive; / = not tested or not shown; [ ] = remark or other dose. No enrichment for hits; about 3.5% have a hit in one of these screens.

SMILES | AGP1 TOR yeast | procasp7 counter | proCasp3 act | LAP4 TOR yeast | RPL19A TOR yeast | AHR activator | MEP2 TOR yeast | CIT2-GFP yeast
COc1ccccc1CNC(=O)/C=C/c1ccc(Br)o1 | 111 | -11 | -6 | 102 | 94 | 5 | 106 | 106
Nc1nonc1-n1nnc(C(=O)N/N=C/c2cccc(F)c2)c1-c1ccc2c(c1)OCO2 | 110 | -5 | 0 | 109 | 103 | 0 | 104 | 106
C=CCn1c(=O)c2ccc(C(=O)NCc3ccccc3)cc2n(Cc2ccc(Cl)cc2)c1=O | 96 | 1 | -3 | 90 | 102 | 0 | 103 | 102
CCOc1ccc(NC(=O)C2CCN(S(=O)(=O)c3ccc4c(c3)NC(=O)C(C)S4)CC2)cc1 (stereo unspecified) | 98 | 8 | 1 | 96 | 98 | 3 | 102 | 102
COc1ccccc1C(=O)NNC(=O)c1ccccc1F | 98 | -4 | -1 | 91 | 109 | 37 | 105 | 108
Cc1ccnc(NS(=O)(=O)c2cccc3nsnc23)c1 | 100 | 8 | -3 | 103 | 102 | 2 | 105 | 104
Cc1cc(S(=O)(=O)NC2CCCCC2)ccc1OCC(=O)NCc1ccccn1 | 105 | 3 | 3 | 103 | 100 | 6 | 102 | 102
Cc1ccc(CNC(=O)CN2C(=O)CSc3ccc(S(=O)(=O)N4CCCCC4)cc32)cc1 | 106 | 3 | -1 | 104 | 98 | 3 | 99 | 101
Cc1nn(C(C)C(=O)NCc2ccccc2Cl)c(=O)c2c1sc1ccccc12 (stereo unspecified) | 109 | 18 | 5 | 96 | 103 | 6 | 100 | /
O=C(Nc1c(Cl)cccc1Cl)C1CCC1 | 98 | -5 | -1 | 99 | 98 | 0 | 102 | 98
CCCCn1c(N)c(N(CCC(C)C)C(=O)c2cc(-c3ccco3)nc3ccccc23)c(=O)[nH]c1=O | 99 | -11 | -13 | 87 | 111 | -2 | 111 | 101
COc1cc(NC(=S)NC(=O)c2ccccc2C)ccc1NC(=O)c1cccs1 | 101 | -2 | -13 | 98 | 103 | 11 | 105 | 103
COc1ccc(-n2nnnc2SCC(=O)Nc2ccccc2)cc1 | 103 | -5 | -1 | 105 | 98 | 7 | 103 | 86
O=C(CC1SC(=O)NC1=O)Nc1ccc(Cl)cc1 (stereo unspecified) | 91 | -7 | -9 | 94 | 99 | 1 | 108 | 102
NC(N)=N/N=C/c1ccc2cccc(OCc3ccccc3)c2n1 | / | 2 | -21 | / | 104 | 31 | 103 | /
O=C(O)c1ccccc1C(=O)c1ccc(Br)s1 | 103 | -3 | 3 | 114 | 99 | 2 | 105 | 96
O=C(CNCc1cccs1)Nc1cc(S(=O)(=O)N2CCCC2)ccc1Cl | 100 | -5 | 0 | 104 | 99 | 3 | 99 | 99
CCCc1c(C(=O)N/N=C/c2cccc3ccccc23)nnn1-c1nonc1N | 89 | -4 | 2 | 87 | 92 | 16 | 100 | 100
COc1ccc(CCN2C(=S)N(C)C(=O)C2CC(=O)Nc2ccc(F)cc2)cc1 (stereo unspecified) | 100 | -26 | -32 | 104 | 102 | 2 | 95 | 100
C/C(=N\NS(=O)(=O)c1ccc(C)cc1)c1ccc(Br)s1 | / | 9 | 1 | 107 | 104 | -1 | 109 | 104
O=C(COc1ccc2ccccc2c1)Nc1nc2ccccc2[nH]1 | 103 | 4 | 3 | 106 | 98 | 12 | 108 | 112
Cc1ccc(-c2noc(COc3ccc4c(c3)OCO4)n2)cc1 | 89 | 12 | 8 | 88 | 94 | 0 | 93 | 94
C=CCc1cccc(/C=N/c2ncn[nH]2)c1O | 91 | -8 | 6 | / | 90 | 3 | 85 | 80
COc1cc(N/C=C(\C(C)=O)c2ccccc2)cc(OC)c1 | 97 | -11 | -1 | 101 | 96 | 16 | 100 | 105
C=CCNc1nc(C(=O)OCC(=O)Nc2c(Cl)cccc2C(F)(F)F)cs1 | 93 | 3 | 6 | 91 | 101 | 0 | 97 | 90
O=c1oc(-c2cccs2)nc2ccc(Br)cc12 | 93 | 4 | 3 | 109 | 101 | 5 | 104 | 106
COc1ccc(/C=C2/SC(=S)N(CCCC(=O)Nc3ccccc3C(=O)O)C2=O)cc1 | 101 | -9 | -5 | 97 | 107 | -10 | 105 | 97
COc1cc(OC)c(OC)cc1CNC(=O)c1ccc(COc2ccccc2)cc1 | 97 | -4 | -3 | 96 | 102 | -1 | 106 | 105
COc1ccc(NC(=O)CC(CC(=O)O)c2cc(OC)c(OC)c(OC)c2)cc1 (stereo unspecified) | 105 | 1 | 21 | 95 | 95 | 0 | 91 | 100
O=C(CCCNC(=O)c1ccc(Cl)cc1)Nc1cccc(S(=O)(=O)N2CCCCC2)c1 | 104 | -7 | 7 | 106 | 98 | 0 | 105 | 106
O=C(NCCN=C1NS(=O)(=O)c2ccccc21)c1ccccc1 | 107 | 6 | 0 | 99 | 101 | 0 | 101 | 104
Cc1cccc(Nc2cc(=O)n(C)c(=O)[nH]2)c1 | 85 | 3 | 7 | 83 | 92 | 6 | 99 | 96
O=C(O)CCn1c2ccccc2c2nc3ccccc3nc21 | 95 | -3 | 1 | 93 | 102 | 60* | 106 | 99
Clc1ccc(OCCn2ccnc2)c2ccccc12 | 111 | 11 | -7 | 103 | 105 | 74* | 102 | 117
COc1cccc(NC(=O)CN(C)C(=O)CNC(=O)c2ccc(Oc3ccccc3)cc2)c1 | 106 | 4 | 2 | 101 | 98 | 11 | 100 | 103
Cc1cc2n(n1)SC(Nc1cccc3ccccc13)N2 (stereo unspecified) | 106 | -24 | -11 | 104 | 96 | 53* | 100 | 100

An excerpt from above in order of number of heavy atoms, rising.
SMILES | AGP1 TOR yeast | procasp7 counter | proCasp3 act | LAP4 TOR yeast | RPL19A TOR yeast | AHR activator | MEP2 TOR yeast | CIT2-GFP yeast
C=CCc1cccc(/C=N/c2ncn[nH]2)c1O | 91 | -8 | 6 | / | 90 | 3 | 85 | 80
Clc1ccc(OCCn2ccnc2)c2ccccc12 | 111 | 11 | -7 | 103 | 105 | 74* | 102 | 117
Cc1cc2n(n1)SC(Nc1cccc3ccccc13)N2 (stereo unspecified) | 106 | -24 | -11 | 104 | 96 | 53* | 100 | 100
O=C(O)CCn1c2ccccc2c2nc3ccccc3nc21 | 95 | -3 | 1 | 93 | 102 | 60* | 106 | 99
O=C(NCCN=C1NS(=O)(=O)c2ccccc21)c1ccccc1 | 107 | 6 | 0 | 99 | 101 | 0 | 101 | 104
O=C(COc1ccc2ccccc2c1)Nc1nc2ccccc2[nH]1 | 103 | 4 | 3 | 106 | 98 | 12 | 108 | 112
C=CCNc1nc(C(=O)OCC(=O)Nc2c(Cl)cccc2C(F)(F)F)cs1 | 93 | 3 | 6 | 91 | 101 | 0 | 97 | 90
COc1ccc(NC(=O)CC(CC(=O)O)c2cc(OC)c(OC)c(OC)c2)cc1 (stereo unspecified) | 105 | 1 | 21 | 95 | 95 | 0 | 91 | 100
COc1cc(OC)c(OC)cc1CNC(=O)c1ccc(COc2ccccc2)cc1 | 97 | -4 | -3 | 96 | 102 | -1 | 106 | 105
COc1ccc(/C=C2/SC(=S)N(CCCC(=O)Nc3ccccc3C(=O)O)C2=O)cc1 | 101 | -9 | -5 | 97 | 107 | -10 | 105 | 97
COc1cccc(NC(=O)CN(C)C(=O)CNC(=O)c2ccc(Oc3ccccc3)cc2)c1 | 106 | 4 | 2 | 101 | 98 | 11 | 100 | 103

Following part.
SMILES | AGP1 TOR yeast | procasp7 counter | proCasp3 act | LAP4 TOR yeast | RPL19A TOR yeast | AHR activator | MEP2 TOR yeast | CIT2-GFP yeast
CC(C(=O)N(C)CC(=O)Nc1ccccc1C(F)(F)F)N1C(=O)c2ccccc2C1=O (stereo unspecified) | 103 | 2 | 3 | 99 | 98 | 2 | 101 | 94
CCCOc1c(OC)cccc1C1CC(=O)Nc2cc3c(cc21)OCCO3 (stereo unspecified) | 107 | -4 | -2 | 107 | 103 | -2 | 102 | 98
Fc1ccc(NC(=S)N2CCN(c3cccc(C(F)(F)F)c3)CC2)cc1 | 90 | 5 | 0 | 101 | 103 | -6 | 110 | 97
CC(C)C(CCNC(=O)CC(Cc1ccccc1)c1ccco1)c1ccco1 (stereo unspecified) | 100 | -7 | -10 | 89 | 96 | 0 | 98 | 99
Cc1cc(C)cc(NC(=O)COC(=O)Cc2ccccc2F)c1 | ? | -7 | 3 | ? | 89 | -2 | 99 | 76
CC(C)OC(=O)Cn1c(=O)sc2ccccc21 | 106 | 1 | 3 | 102 | 102 | -2 | 106 | 105
CCCOc1ccccc1Cn1c(=O)oc2ccccc21 | 90 | -2 | -3 | 94 | 98 | 2 | 94 | 90
Cn1c(=O)cc(OCCCC(=O)N2CCN(Cc3ccc4c(c3)OCO4)CC2)c2ccccc21 | 101 | 2 | -1 | 97 | 97 | -1 | 99 | 97
CC(C)c1ccc(S(=O)(=O)N2CCN(C(=O)c3cc([N+](=O)[O-])ccc3N3CCOCC3)CC2)cc1 | 98 | 3 | -10 | 81 | 105 | 1 | 104 | /
N#C/C(=C\c1ccc([N+](=O)[O-])o1)C(=O)Nc1ccc(F)cc1 | 43[may fluoresce violet] | -13 | -12 | 323*[may fluoresce violet] | 114[may fluoresce violet] | 7 | 823*[may fluoresce violet] | ?
Cc1ccsc1/C=N/NC(=O)CN1CCN(S(=O)(=O)c2ccc(Br)cc2)CC1 | 112 | 6 | 8 | 104 | 106 | 0 | 112 | 112
COc1cc(Cl)c(C)cc1NC(=O)c1ccccc1-n1cnnn1 | 102 | -6 | 6 | 104 | 102 | 9 | 103 | 113

Arranged by value in AHR activator (rising): 3 from the list above.
Molecule	AHR activator
CC(C)OC(=O)Cn1c(=O)sc2ccccc21	-2
CCCOc1ccccc1Cn1c(=O)oc2ccccc21	2
CCOc1ccc(NC(=O)C2CCN(S(=O)(=O)c3ccc4c(c3)NC(=O)C(C)S4)CC2)cc1 (stereo unspecified)	3

The listing continues.
SMILES | AGP1 TOR yeast | procasp7 counter | proCasp3 act | LAP4 TOR yeast | RPL19A TOR yeast | AHR activator | MEP2 TOR yeast | CIT2-GFP yeast
Cc1ccc(C)c(NC(=O)COC(=O)CCCN=C2NS(=O)(=O)c3ccccc32)c1 | 97 | 9 | 4 | 94 | 97 | 1 | 90 | 93
Cc1ccc(C)c(NC(=O)CCC(=O)NNS(=O)(=O)c2ccc(Cl)cc2)c1 | 100 | -2 | 8 | 104 | 99 | 4 | 97 | 96
O=C(NCCC1=CCCCC1)C1CCN(S(=O)(=O)c2ccccc2C(F)(F)F)CC1 | 109 | -4 | 2 | 101 | 100 | 3 | 101 | 105
Fc1ccc(CNCc2ccccc2Cl)cc1 | 100 | -4 | 4 | 89 | 102 | -7 | 110 | 108
COc1ccc(NC(=O)C(c2ccccc2)N2CCN(c3ccccn3)CC2)cc1Cl (stereo unspecified) | 103 | 1 | 4 | 94 | 114 | 3 | 112 | 115
COc1ccccc1C(=O)NCCC(=O)NNC(=O)c1ccccc1O | 104 | 15 | -5 | 105 | 101 | 35 | 111 | 100

Screening data from PubChem.
